Source: PubChem BioAssay
GLP1R ag – activates the human GLP-1 receptor | P43220 | HEK293 GLP-1R CRE-luciferase, luminescence, 4-6 h; cells express a hypersensitive GLP-1R form | Potency, µM (highest dose often 45.6 µM), inactives show at the top dose activation, hits mostly activators | 0.007% of 380,000 active; note: potency is the fitted concentration of half-maximal effect; % of control where 0% means no effect
Target sequence (P43220 whole entry, looked up): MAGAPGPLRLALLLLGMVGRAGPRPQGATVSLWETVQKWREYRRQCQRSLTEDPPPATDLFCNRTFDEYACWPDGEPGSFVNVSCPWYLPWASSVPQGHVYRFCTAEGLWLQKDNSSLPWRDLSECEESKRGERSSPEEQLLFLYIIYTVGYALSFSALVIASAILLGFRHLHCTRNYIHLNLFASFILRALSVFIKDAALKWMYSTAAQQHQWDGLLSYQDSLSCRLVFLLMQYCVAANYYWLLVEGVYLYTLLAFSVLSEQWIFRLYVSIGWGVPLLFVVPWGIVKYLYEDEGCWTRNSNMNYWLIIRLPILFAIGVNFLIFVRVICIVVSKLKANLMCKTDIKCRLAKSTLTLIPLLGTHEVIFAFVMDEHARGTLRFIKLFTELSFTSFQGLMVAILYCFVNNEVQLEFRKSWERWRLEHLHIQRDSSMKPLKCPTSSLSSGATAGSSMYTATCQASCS
HT1080 IDH1KD tx – toxicity to HT-1080 IDH1 knockdown cells (counter line); HT-1080 IDH1 knockdown viability, ATP luminescence, 48 h; AID 686971; 2% of 360,000 active; Potency, µM (top dose mostly 46.1 µM), inactives show at the highest dose activity, negative = toxicity, usual class: cytotoxic;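 note: potency is the fitted concentration of half-maximal effect; 0% = DMSO wells and -100% = cell-free medium wells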
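IDH1KD HT-1080 cells, 750/well, RPMI + 5% FBS; compound pinned after 2 h settling; 48 h, 37 °C; CellTiter-Glo luminescence; % activity normalised to DMSO and no-cell wells; curves fitted, classed by r2 and efficacy.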
SW480 rerep – induces DNA re-replication in SW480 colon adenocarcinoma cells; SW480 DNA re-replication, Hoechst DNA content imaging, 48 h; Potency, µM (highest dose often 46.1 µM), without a hit: at the top dose re-replication activation, hits mostly activators; 1.8% of 340,000 active; note: potency is the fitted concentration of half-maximal effect; % of control where 0% means no effect; nearly all actives have a fitted effect of over 55% in size
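Quantitative HTS format with DMSO vehicle controls; 48 hr drug incubation at 37 C, then 40 min Hoechst staining and scanning imager measurement at 405 nm excitation.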
HT1080NT lethal – kills 2HG-producing HT-1080-NT fibrosarcoma cells | 1.6% of 360,000 active | AID 686970 | HT-1080-NT fibrosarcoma viability, CellTiter-Glo ATP luminescence, 48 h | Potency, µM (series often up to 46.1 µM), for the others: at the highest dose activity, negative = less viability, most hits filed as cytotoxic;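 note: NT is the 2HG producing partner of a matched IDH1 knockdown line; potency is the fitted concentration of half-maximal effect; 0% = DMSO-treated cells and -100% = media-only wells without cells; nearly all actives have a fitted effect of over 55% in size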
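Viability by CellTiter-Glo luminescence after 48 h compound exposure at 37C of HT-1080-NT cells (750/well, RPMI, 5% FBS). % activity scaled between DMSO wells and medium-only wells, then curve-fitted and categorized by curve class.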
KB-V1 cytotox – KB-V1 MDR subline cytotoxicity; KB-V1 MDR cells viability, CellTiter-Glo, 72 h; Potency, µM (series often up to 46.1 µM), for the others: top-dose activity change, negative = cytotoxicity, most hits filed as cytotoxic; 3.4% of 400,000 active; note: potency is the fitted concentration of half-maximal effect; % is set by controls: 0 for no effect and ±100 for the full control effect; nearly all actives have a fitted effect of over 60% in size
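Cytotoxicity via CellTiter-Glo luminescence after 72 h compound exposure at 37 degrees C. Cells: drug-selected KB-V1 line, DMEM phenol-red free plus 10% FBS. Compounds tested at multiple concentrations; normalized data fitted to concentration-effect curves.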
DRD3 antagonist – blocks the human D3 dopamine receptor; 2.5% of 360,000 active; D3R cells, DiscoveRx beta-arrestin luminescence, antagonist mode; active compounds read low; max response, negative = inhibition, %; P35462; in the data active = max response below about -50%; inconclusive = no clear call, values can overlap the other calls; note: % is set by controls: 0 for no effect and ±100 for the full control effect; mostly tested at two doses, the higher about 12 µM
Target sequence (P35462 whole entry, looked up): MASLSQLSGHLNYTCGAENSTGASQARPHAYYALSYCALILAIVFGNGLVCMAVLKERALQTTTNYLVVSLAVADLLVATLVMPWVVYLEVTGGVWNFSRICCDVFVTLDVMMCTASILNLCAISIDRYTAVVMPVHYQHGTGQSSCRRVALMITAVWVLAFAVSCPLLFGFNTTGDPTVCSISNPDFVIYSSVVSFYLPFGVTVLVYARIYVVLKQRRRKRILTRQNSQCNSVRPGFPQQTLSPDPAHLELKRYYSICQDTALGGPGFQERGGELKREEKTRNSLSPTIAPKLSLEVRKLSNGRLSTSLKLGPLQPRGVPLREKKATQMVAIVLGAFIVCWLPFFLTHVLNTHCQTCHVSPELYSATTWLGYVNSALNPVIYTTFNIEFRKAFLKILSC
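Cells expressing the human receptor were seeded at 1500 cells/well, incubated overnight at 37 degrees C in 5% CO2, then exposed to library compounds with dopamine controls for 90 minutes at 37 degrees C before luminescent detection.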
DRD3 agonist – agonists of human D3 dopamine receptor. D3R DiscoveRx beta-arrestin cells, luminescence, 90 min. 0.58% of 410,000 active. P35462. max activation, %; in the data active = max activation above about 30%; note: 0% is about no effect; mostly tested at two doses, the higher about 12 µM
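Cells at 1500/well, incubated overnight, then treated with pinned compounds (dopamine as control) for 90 min at 37 degrees C. DiscoveRx reagent added for 30 - 60 minutes at room temperature; luminescence read.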
IL-1B inflam inh – inhibitors of inflammasome signaling (IL-1 beta secretion); THP-1 LPS/ATP IL-1B secretion, AlphaLISA, 16 h; active compounds read low; 4.7% of 360,000 active; activity change, % at 57.5 µM; in the data active = activity change below about -50%; inconclusive = mostly about -30% to -49%; note: % is set by controls: 0 for no effect and ±100 for the full control effect
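Secreted IL-1B measured by AlphaLISA bead assay after 16 h compound exposure of THP-1 cells; compounds (final up to 57.5 uM) added 1 h before LPS (250 ng/mL) and ATP (1.25 mM) stimulation; lower signal means less secretion.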
KB-3-1 cytotox – kills parental KB-3-1 adenocarcinoma cells; KB-3-1 viability, CellTiter-Glo ATP luminescence, 72 h; Potency, µM (doses to about 46.1 µM), for the others: at the highest dose activity change, negative = cytotoxic, actives largely listed as cytotoxic; 1.4% of 400,000 active; AID 1347075; note: potency is the fitted concentration of half-maximal effect; % is set by controls: 0 for no effect and ±100 for the full control effect; nearly all actives have a fitted effect of over 60% in size
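Parental KB-3-1 adenocarcinoma cells in phenol-red-free DMEM with 10% FBS were pin-treated with compounds at several concentrations, incubated 72 h at 37 °C, and viability read by CellTiter-Glo luminescence; concentration-effect curves were fitted after normalization.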
* marks the source's active call; other numbers are inactive results; ? = inconclusive; / = not tested or not shown; & = joins results of further samples; [ ] = another dose, or the depositor's remark. Unless noted, calls come from the whole dose curve; as a rule, active = well fitted curve in the direction sought with a large enough effect; inconclusive = small, poorly fitted or top-dose-only effect, or another doubt; inactive = no such curve, though single readings can be large; an effect the other way counts as inactive or inconclusive.

SMILES	GLP1R ag	HT1080 IDH1KD tx	SW480 rerep	HT1080NT lethal	KB-V1 cytotox	DRD3 antagonist	DRD3 agonist	IL-1B inflam inh	KB-3-1 cytotox
COc1ccncc1-c1ccc(C2=CC(=O)CC(C)(C)C2=O)cc1	-2%	-7%	/	0%	-3%	29	8	13	-12%
COc1ccc(-n2ccnc2SCC(=O)NCc2ccco2)c(OC)c1	-2%	0%	0%	0%	?	-6	-2	18	-6%
CC(C)c1c(O)nc(SCC(=O)Nc2ccc3c(c2)CCC3)[nH]c1=O	-6%	3%	0%	10%	36%	5	-4	9	-8%
O=C(NCCN1CCC(n2c(=O)[nH]c3ccccc32)CC1)c1ccc(Cl)cc1Cl	0%	?	/	?	?	-92*	-15	0	-28%
CC(NC(=O)COC(=O)c1cc(=O)c2ccccc2o1)c1ccccc1 (stereo not drawn)	-11%	-3%	-2%	1%	-10%	11	-4	3	-10%
CC(=O)Nc1ccc(OCCC[n+]2ccccc2)cc1	-6%	9%	/	1%	?	13	1	0	28%
Cc1ccc(N/N=C(\C#N)C(=N)N2CCCCC2)cc1	6%	-6%	23%	-2%	?	-14	-8	?	-5%
CNc1ccccc1C(=O)OCC(=O)c1ccccc1	-4%	6%	-8%	19%	20%	-13	2	2	?
COc1ccccc1NC(=O)COC(=O)c1c[nH]c2ccccc12	-1%	-1%	24%	-3%	-20%	-1	-6	66	1%
CCOC(=O)N1CCN(c2ncc(C(F)(F)F)cc2Cl)CC1	6%	-2%	?	-4%	-16%	-4	4	0	-8%
COc1ccc(OC)c(CCNC(=O)Cn2ccc3cc(S(=O)(=O)N4CCCC4)ccc32)c1	9%	-2%	-6%	2%	0%	2	2	6	-3%
Nc1nc(CN2CCN(Cc3ccccc3)CC2)nc(N2CCCc3ccccc32)n1	-2%	10%	-1%	7%	?	-21	-13	-13	0%
Cn1ccc2c(N3c4ccccc4CCc4ccccc43)cc3c(c21)C1CCC3C1 (stereo not drawn)	-3%	?	/	?	1%	0	-9	-16	?
CCOC(=O)c1[nH]c2ccccc2c1NC(=O)c1ccc(Br)cc1	1%	/	/	/	0%	/	-4	/	19%
COc1ccc(CNC(=O)C(=O)NCCC2CCCCN2S(=O)(=O)c2ccccc2)cc1 (stereo not drawn)	2%	-7%	-1%	-4%	-13%	11	1	-12	0%
CCOCCCNC(=O)c1cn(CC(C)C)c(=O)c2c1c1ccccc1n2C	7%	7%	-40%[inhibitor]	1%	-4%&-4%	11	13&11	30	9%&16%
CSCc1ccc(C(=O)NCc2ccccc2)cc1	1%	10%	-5%	-1%	0%	-2	-2	-5	-2%
CC(=O)c1ccc(OCC(=O)OCC(=O)N(CC(C)C)c2c(N)n(Cc3ccccc3)c(=O)[nH]c2=O)cc1	-6%	8%	-8%	-1%	9%	13	0	3	?
CN(CCOc1ccccc1)CC(=O)Nc1cccc(C#N)c1	18%	-11%	?	-12%	-28%	-11	-8	14	-21%
Cc1ccn2cc(-c3cccc(NC(=O)c4ccccc4)c3)nc2c1	4%	16%	6%	12%	?	-7	-4	50	9%
CC(=O)N1CCc2cc(Br)cc(S(=O)(=O)N3CCC(C(=O)O)CC3)c21	-1%	3%	9%	-3%	-4%	5	-18	-10	-13%
Cc1c(N=C2NN=C(c3ccc(Cl)cc3)CS2)c(=O)n(-c2ccccc2)n1C	7%	-13%	3%	-11%	?	16	0	-12	?
Cc1cc(/C=C(\C#N)C(=O)Nc2ccc(Cl)cc2)c(C)n1-c1ccc(N2CCOCC2)c([N+](=O)[O-])c1	10%	-5%	-9%	-22%	-20%	-5	-10	?	-11%
O=C(Nc1ccccn1)C1CCN(S(=O)(=O)c2ccc(Cl)cc2)CC1	5%	-17%	?	-9%	?	0	-8	-68*	-24%
CCOc1ccc(NC(=O)CCN2CCN(C)CC2)cc1	0%	3%	-2%	6%	4%	16	0	6	13%
CCOC(=O)c1c(C)[nH]c2c1-c1ccccc1C(=O)C2=O	-4%	2.9µM*	5.2µM*	2.9µM*	?	?	-5	-54*	-8%
COc1cc2c(cc1OC)C(C)N(C(C)=O)CC2 (stereo not drawn)	7%	-6%	?	-1%	-13%	-25	-24	11	-22%
CCN1CCc2nc3sc(C(=O)Nc4cccnc4Cl)c(N)c3cc2C1	8%	-2%	-4%	4%	0%	18	1	?	-22%
C=CCOC(=O)C1=C[C@H](c2ccccc2)[C@@H](CCCO)[C@H](OCC)O1	15%	5%	-6%	4%	-18%	57	1	52	0%
O=C(O)/C=C\C(=O)Nc1ccc(N2CCN(c3ccc(Cl)c(Cl)c3)CC2)cc1	0%	-4%	10%	-18%	0%	-14	-3	-71*	-7%
CC(=O)Nc1cnc(-c2ccccc2C(F)(F)F)cn1	4%	?	/	28%	-4%	11	-3	12	2%
Cc1[nH]c(=O)[nH]c(=O)c1NC(=O)c1cccs1	10%	3%	-15%	19%	6%	-9	16	6	8%
O=C(CN1C(=O)c2cccc3cccc1c23)N1CCN(c2cccc(Cl)c2)CC1	-5%	12%	3%	11%	-4%	-9	-1	17	25%
CC(=O)c1cccc(OCc2cc(C(=O)N3CCC(N4CCCCC4)CC3)no2)c1	10%	10%	-3%	14%	-2%	37	1	58	14%
Cc1ccc(C#N)c(SCc2ccccc2[N+](=O)[O-])n1	-5%	-9%	-8%	2%	-2%	-5	2	28	15%
COc1cc(/C(C)=N/NC(=O)CSc2nc3ccccc3[nH]2)ccc1O	8%	1%	-12%	0%	10%	1	4	21	-4%
CCC(=O)Oc1ccc2c(C)cc(=O)oc2c1C	1%	16%	4%	-1%	7%	?	5	0	0%
CCOC(=O)c1[nH]c2ccccc2c1NC(=O)CN(C)C	3%	-5%	-1%	-4%	10%	-5	2	16	11%
O=C(O)CCn1c(SCc2cccc3ccccc23)nc2ccccc21	0%	-3%	-5%	-6%	?	-2	-1	27	4%
O=C(O)c1ccc(Cn2c(=S)[nH]c3cc(Cl)ccc3c2=O)cc1	8%	-13%	-5%	-5%	-3%	-5	-8	24	-4%
Cc1cc(Br)c2c(c1)=C(c1sc(N3CCCCCC3)nc1O)C(=O)N=2	?	13%	2%	1%	4%	6	5	-14	22%
C/C(=N\Nc1cc(C(F)(F)F)ccc1Cl)c1ccncc1	21%	?	0%	?	-11%	-13	4	-7	6%
c1ccc(N=Nc2ccc3cccccc2-3)cc1	24%	-21%	1%	-16%	?	-24	-4	-93*	?
O=C(COc1ccccc1)NCC(=O)N1CCCCCC1	12%	6%	0%	4%[9.24 µM]	21%	9	7	0	0%
OC(CNCc1ccccc1F)(c1ccc(F)cc1)c1ccc(F)cc1	5%	-27%	0%	-25%	?	15	-8	-80*	-15%

Exported bar-delimited: entries from further up.
Molecule | GLP1R ag | HT1080 IDH1KD tx | SW480 rerep | HT1080NT lethal | KB-V1 cytotox | DRD3 antagonist | DRD3 agonist | IL-1B inflam inh | KB-3-1 cytotox
Cc1[nH]c(=O)[nH]c(=O)c1NC(=O)c1cccs1 | 10% | 3% | -15% | 19% | 6% | -9 | 16 | 6 | 8%
OC(CNCc1ccccc1F)(c1ccc(F)cc1)c1ccc(F)cc1 | 5% | -27% | 0% | -25% | ? | 15 | -8 | -80* | -15%

More records
SMILES	GLP1R ag	HT1080 IDH1KD tx	SW480 rerep	HT1080NT lethal	KB-V1 cytotox	DRD3 antagonist	DRD3 agonist	IL-1B inflam inh	KB-3-1 cytotox
CC(OC(=O)CNC(=O)C1CCCCC1)C(=O)NCc1ccccc1 (stereo not drawn)	15%	5%	-19%	10%	26%	13	13	18	17%
Cc1ccc(C(=O)NCCCNC(=O)c2ccco2)cn1	6%	8%	?	14%	3%	-4	-1	7	10%
COc1ccccc1NC(=O)c1nnn(Cc2ccccc2)c1NC(C)=O	-4%	7%	-2%	8%	1%	-70*	-6	2	12%
Cc1ccc(Nc2cc(C(=O)NCCCN3CCOCC3)c3ccccc3n2)cc1C	2%	?	?	23µM*	19%	14	4	5	-15%
CC#CC[N+](C)(C)CCCCCCCCCCCC	0%	23µM*	?	23µM*	-1%	4	-4	0	?
COCCNC(=O)C/C(C)=N/NC(=O)C(=O)NC1CCCCC1	-2%	27%	-5%	19%	12%	4	-1	69	5%
COc1cc(C(=O)Nc2nnc(C)s2)cc(OC)c1OC	1%	-1%	-7%	1%	-1%	-22	-2	-7	-7%
CC1CCC(NC(=O)c2cc(C3CC3)nn2-c2ccccc2)CC1 (stereo not drawn)	6%	0%	-5%	-9%	0%	-26	-2	?	0%
COc1ccc(/C=C(\C#N)C(=O)OCC(=O)NC(C)c2ccccc2)cc1 (stereo not drawn)	6%	1%	-6%	-1%	5%	-4	-2	1	6%
CC(=O)c1ccc(NC(=S)NCCc2cccc(Cl)c2)cc1	19%	-13%	4%	-11%	17%	-27	-15	45	4%
C[C@@H]1CN([C@@H](C)CO)S(=O)(=O)c2ccc(Br)cc2O[C@@H]1CN(C)S(=O)(=O)c1cn(C)cn1	-2%	18%	/	8%	6%	25	2	4	7%
Cc1ccc(C)c2sc(N)nc12	6%	1%	2%	3%	-6%	-1	1	8	7%
COc1ccccc1C(=O)NCCCNC(=O)c1ccccn1	7%	10%	-3%	0%	24%	-24	-8	-2	0%
CCCCCC(=O)N1C[C@@H](O)[C@H](n2cc(-c3ccc(F)cc3)nn2)C[C@@H]1c1ccc(OC)cc1	11%	-18%	/	-1%	0%	5	1	?	-23%
Cc1cc(=O)n2c(nc3ccccc32)s1	-3%	10%	/	8%	-19%	8	5	-3	0%
CCCC(=O)Nc1ccc(C#Cc2ccccc2)cc1	-3%	?	-1%	-16%	-1%	12	6	-21	-22%
Cc1ncc(CN2CCCC(CCC(=O)NCc3ccccc3F)C2)s1 (stereo not drawn)	19%	-1%	30%	-6%	?	-25	-9	19	-26%
